KCNH2 3.1 inh – blocks the human KCNH2 3.1 channel isoform; U2OS KCNH2 3.1, thallium flux FluxOr; active compounds read low; activity change, % (tested at about 1.8 µM); hit rate 0.95% among 340,000; AID 720553;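 active = maximum activity change below -70%; inconclusive = maximum activity change from -70% to -50%; inactive = maximum activity change above -50%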;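 note: thallium influx rate constant from kinetic fluorescence after stimulation buffer; % is set by controls: 0 for no effect and ±100 for the full control effect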
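Thallium flux via FluxOr fluorescence (Red40 quencher, 45 min loading) in U2OS cells virally expressing the KCNH2 3.1 isoform (1.77 x 10^8 /mL virus, overnight at 37 C). Rate constants from 2-min kinetic reads post-stimulation, normalised to positive and negative controls.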
hERG WT inh – KCNH2 (human, wildtype) channel inhibition; activity change, % at 1.84 µM; U2OS, BacMam KCNH2, thallium flux FluxOr; active compounds read low; AID 720551; hit rate 0.37% among 340,000;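 active = maximum activity change below -70%; inconclusive = maximum activity change between -70% and -50%; inactive = maximum activity change above -50%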; note: % is set by controls: 0 for no effect and ±100 for the full control effect
Target sequence (Q12809 whole entry, looked up): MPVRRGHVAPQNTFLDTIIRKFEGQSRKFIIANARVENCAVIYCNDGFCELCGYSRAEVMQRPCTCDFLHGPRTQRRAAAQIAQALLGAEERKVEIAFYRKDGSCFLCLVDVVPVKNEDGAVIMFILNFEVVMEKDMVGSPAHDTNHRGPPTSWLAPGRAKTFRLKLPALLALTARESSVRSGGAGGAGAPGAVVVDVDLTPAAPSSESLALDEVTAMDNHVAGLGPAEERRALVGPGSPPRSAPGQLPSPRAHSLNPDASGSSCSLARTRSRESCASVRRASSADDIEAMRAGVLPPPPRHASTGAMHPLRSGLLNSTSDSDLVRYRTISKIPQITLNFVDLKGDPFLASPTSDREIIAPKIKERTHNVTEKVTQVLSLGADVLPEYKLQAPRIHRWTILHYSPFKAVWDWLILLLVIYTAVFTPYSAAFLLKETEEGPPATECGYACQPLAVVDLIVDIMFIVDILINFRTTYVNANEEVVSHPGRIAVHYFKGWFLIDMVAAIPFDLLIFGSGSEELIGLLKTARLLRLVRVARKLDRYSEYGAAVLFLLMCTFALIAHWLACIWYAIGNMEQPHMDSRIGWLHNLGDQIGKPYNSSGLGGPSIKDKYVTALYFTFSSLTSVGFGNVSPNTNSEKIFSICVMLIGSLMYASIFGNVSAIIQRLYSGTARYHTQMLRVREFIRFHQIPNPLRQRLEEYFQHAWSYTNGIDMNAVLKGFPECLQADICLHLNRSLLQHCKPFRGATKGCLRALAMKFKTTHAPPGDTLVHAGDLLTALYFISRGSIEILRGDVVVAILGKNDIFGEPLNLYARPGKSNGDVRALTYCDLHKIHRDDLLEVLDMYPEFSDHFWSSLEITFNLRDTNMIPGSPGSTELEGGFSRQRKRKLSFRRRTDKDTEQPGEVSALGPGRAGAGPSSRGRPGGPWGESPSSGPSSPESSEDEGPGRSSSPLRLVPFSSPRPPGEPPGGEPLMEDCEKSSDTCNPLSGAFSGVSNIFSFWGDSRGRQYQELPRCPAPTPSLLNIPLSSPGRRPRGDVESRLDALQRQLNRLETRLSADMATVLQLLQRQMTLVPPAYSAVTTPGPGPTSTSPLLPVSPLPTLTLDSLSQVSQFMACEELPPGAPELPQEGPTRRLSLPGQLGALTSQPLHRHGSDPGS
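U2OS cells were transduced with wild-type KCNH2 virus (2.03 x 10^8 / mL) for 4 h at room temperature, then cultured overnight at 37 C. Thallium flux was read with FluxOr dye. Rate constants were normalized to DMSO controls.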
PKM2 activator – increases activity of human pyruvate kinase M2; hit rate 0.34% among 260,000; purified PKM2, Kinase-Glo ATP luminescence, activation; response scale: 0% is enzyme alone, no compound; Potency, µM (highest dose often 57.5 µM), for inactives: at the top dose activation, actives largely listed as activators; P14618; note: potency is the fitted concentration of half-maximal effect; % is set by controls: 0 for no effect and ±100 for the full control effect; nearly all actives have a fitted effect of over 55% in size
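Purified hPK-M2 (>95%) run at intermediate activity with 0.1 mM ADP and 0.5 mM PEP in 50 mM imidazole pH 7.2, KCl, MgCl2; 1 h room temperature. ATP formed read by Kinase-Glo luminescence; normalized to uninhibited and no-enzyme controls.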
Giardia killer – Giardia lamblia killing; activity change, % at 7.66 µM, hits read low; hit rate 0.15% among 340,000; Giardia lamblia trophozoite viability; in the data active = activity change below about -80%; inconclusive = between about -30% and that limit;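 note: parasites exposed to compound for two days anaerobically before the ATP read; % is set by controls: 0 for no effect and ±100 for the full control effect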
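Trophozoites 100 cells/well + cpd; 48 hrs, 37 deg C, anaerobic. ATPLite 1-Step added, 15-30 min RT, luminescence read (ATP-based viability).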
CXXC DNA block – blocks binding of human MLL CXXC domain to DNA; Q03164; MLL-CXXC / FITC-HOXA9 DNA fluorescence polarization; Potency, µM (doses to about 115 µM), without a hit: top-dose activity change, negative = inhibition, hits mostly inhibitors; hit rate 0.037% among 290,000; AID 2662; active = well fitted inhibition curve with a large enough effect in the polarisation, with a control signal flat, not every such curve was filed as active; inconclusive = small, poorly fitted or top-dose-only effect, or effect the other way, or a change in a side signal; inactive = no such curve, though single readings can be large or run the other way; the % refers to the polarisation; note: potency is the fitted concentration of half-maximal effect
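Steps: dispense CXXC domain solution (7 uM) → pin compounds or unlabeled HOX-A9 DNA control → 5 min ambient → add FLSN-HOX-A9 solution (50 nM) → spin → 30 min ambient → fluorescence polarization. Tris pH 7.5/NaCl/DTT/BSA buffer.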
Coupling enz – counter-screen for Giardia aldolase inhibitors: coupling enzyme system; activity change, negative = inhibition, % at 58.2 µM, hits read low; coupling enzyme system counterscreen, AmpLite Red fluorescence; hit rate 0.67% among 290,000; AID 2472; in the data active = activity change below about -30%; note: % is set by controls: 0 for no effect and ±100 for the full control effect
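Counterscreen of the coupled detection system alone, without aldolase: glyceraldehyde-3-phosphate coupling enzymes plus AmpLite Red readout. Compounds at 57.5 uM final, 10 min RT preincubation, 20 min RT reaction, fluorescence 525/598 nm.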
Menin-MLL TR inh – displaces Texas Red mutant MLL peptide from human menin | O00255 | Menin + Texas Red MLL mutant peptide, fluorescence polarization | Potency, µM (titrated, usually from 61.6 µM), without a hit: at the highest dose FP activity change, negative = inhibition, usual class: inhibitors | hit rate 0.23% among 270,000; active = well fitted inhibition curve with a large enough effect in the polarisation, with a control signal flat, not every such curve was filed as active; inconclusive = small, poorly fitted or top-dose-only effect, or effect the other way, or a change in a side signal; inactive = no such curve, though single readings can be large or run the other way; the % refers to the polarisation; note: potency is the fitted concentration of half-maximal effect; % of control where 0% means no effect; many of its hits are not listed in these tables
USP2a block – USP2a (human) protease inhibition; hit rate 0.01% among 330,000; O75604; Potency, µM (highest dose often 38.3 µM), for the others: at the top dose activity change, negative = inhibition, hits mostly inhibitors; USP2 core, Ub-CHOP2 coupled fluorogenic reporter, 485/531;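 note: potency is the fitted concentration of half-maximal effect; plate controls were DMSO wells for no effect and full inhibition by NEM control for full effect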
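USP2 core (10nM final) preincubated 30min RT with compound in 20mM Tris-HCl pH 8.0, 2mM CaCl2, 2mM beta-mercaptoethanol, 0.05% CHAPS; 25nM Ub-CHOP2 plus 25nM reporter substrate added, fluorescence (Ex485/Em531) read after 60min.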
GALK inh – inhibitors of human galactokinase; P51570; Purified GALK, Kinase-Glo residual ATP luminescence; Potency, µM (highest dose often 57.5 µM), for the others: top-dose activity change, negative = inhibition, most hits filed as inhibitors; hit rate 0.007% among 270,000; AID 1868; note: potency is the fitted concentration of half-maximal effect; % is set by controls: 0 for no effect and ±100 for the full control effect
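Human GALK (5 nM) with 35 uM ATP and 100 uM galactose in 20 mM HEPES pH 8.0, 5 mM MgCl2, 60 mM NaCl, 1 mM DTT, 0.01% BSA. After 1 h at room temperature, leftover ATP was read by Kinase-Glo Plus luminescence.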
TRPV1 ag – human TRPV1 agonism | TRPV1-expressing cells, Fluo-8 calcium influx, agonist mode | activation, % at 8.33 µM | hit rate 0.19% among 320,000 | AID 540275; in the data active = activation above about 80%; inconclusive = between about 30% and that limit; note: 0% is about no effect
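TRPV1-expressing cells were cultured overnight at 35.5C and loaded with Fluo-8 calcium dye for 40 to 90 min at room temperature. After a 10 s baseline, compound was added and calcium influx was read kinetically for 3 min (ex 480/em 520 nm).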
B2AR arrestin – beta2AR (human) beta-arrestin recruitment activity | P07550 | beta-arrestin recruitment to beta2AR, cell-based reporter | Potency, µM (titrated, usually from 46.1 µM), for the others: at the top dose activation, most hits filed as activators | hit rate 0.02% among 330,000 | AID 492947;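 note: potency is the fitted concentration of half-maximal effect; 0% = DMSO controls and full agonism = EC100 isoproterenol or metaproterenol; nearly all actives have a fitted effect of over 65% in size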
Numbers without * were called inactive; ? = inconclusive; / = not tested or not shown; [ ] = another dose, or the depositor's remark. Unless noted, calls come from the whole dose curve; as a rule, active = well fitted curve in the direction sought with a large enough effect; inconclusive = small, poorly fitted or top-dose-only effect, or another doubt; inactive = no such curve, though single readings can be large; an effect the other way counts as inactive or inconclusive. Some of the compounds tested (hit frequency here may not be typical).

SMILES	USP2a block	PKM2 activator	KCNH2 3.1 inh	hERG WT inh	GALK inh	Menin-MLL TR inh	Giardia killer	B2AR arrestin	TRPV1 ag	CXXC DNA block	Coupling enz
CC(=O)CCC(=O)c1ccc2ccccc2c1	8%	-3%	-11	11	0%	-9%	5	-1.8%	?	-1%	3
COc1ccc(OCCOC(=O)c2ccc(F)c(S(=O)(=O)N3CCOCC3)c2)cc1	0%	/	3	2	/	/	?	-0.1%	11	/	/
C=CCN=C(C)C1=C(O)CCC1=O	-1%	0%	30	2	-1%	-8%	-2	-0.1%	1	3%	1
CCOC(=O)C1=CC[C@H]2c3c(c4ccccc4n3C)C(=O)C1N2Cc1ccccc1	2%	/	-1	0	/	/	41[activator]	-0.9%	/	/	/
CCOC(=O)c1c(C)[nH]c(O)c1C=Nc1ccc(Cl)cc1	2%	8%	-14	-15	-3%	/	-8	-0.3%	/	-10%	-16
CC(C)(C)OC(=O)NCCCCCc1cn(CC(=O)NCCCCCCCCCCC(=O)N2CCN(C(=O)OC(C)(C)C)CC2)nn1	0%	/	2	13	/	/	6	-1.0%	-5	/	/
O=C(Nc1sc2c(c1C(=O)c1ccc(Cl)cc1)CCCC2)c1cccnc1	1%	-11%	-7	74	-3%	-10%	-2	-0.1%	-4	-5%	5
O=C(c1ccc(Cl)s1)N1CCN(c2ncccn2)CC1	1%	1%	-4	-16	5%	/	12	-0.3%	26	2%	0

More compounds follow.
SMILES	USP2a block	PKM2 activator	KCNH2 3.1 inh	hERG WT inh	GALK inh	Menin-MLL TR inh	Giardia killer	B2AR arrestin	TRPV1 ag	CXXC DNA block	Coupling enz
CCOP(=O)(c1ccccc1)c1nc(-c2ccccc2C)oc1NCc1ccccc1 (stereo not given)	0%	2%	-1	5	0%	/	3	-0.6%	?	3%	2
CN(CCOc1ccc(Cl)cc1)C(=O)CN1C(=O)NC2(CCCC2)C1=O	4%	/	12	2	/	/	-10	0.1%	-1	/	/
CCOc1ccccc1OCCCNCc1ccco1	-3%	-2%	-9	-6	-1%	-16%	-4	8.5%	0	1%	-2
CC1CCN(C(=O)c2ccc(NS(=O)(=O)c3cccc4cccnc34)cc2)CC1	2%	2.8µM*	0	-7	-2%	/	-27	-0.8%	-5	-4%	1
COc1ccc(N2C(=O)CCC(C(=O)N(C)CCc3ccccn3)C2c2ccc(OC)c(OC)c2)cc1 (stereo not given)	-4%	-5%	7	-13	0%	-4%	-4	0.1%	1	5%	1
O=C(c1ccc(C(F)(F)F)cc1)N1CCCCC1	2%	4%	10	-6	-1%	?	-3	-0.2%	0	-3%	3
CCCCn1c(SCc2nc(N)nc(N3CCCCC3)n2)nc2c1c(=O)n(C)c(=O)n2C	0%	0%	-1	-2	/	-4%	-3	-1.4%	-1	6%	3
N#Cc1ccc(C2N=C(c3ccccc3)NO2)cc1 (stereo not given)	3%	/	2	0	0%	-2%	-13	-0.2%	?	10%	1

Next part.
SMILES	USP2a block	PKM2 activator	KCNH2 3.1 inh	hERG WT inh	GALK inh	Menin-MLL TR inh	Giardia killer	B2AR arrestin	TRPV1 ag	CXXC DNA block	Coupling enz
O=C(COC(=O)c1ccc2c(c1)OCCO2)NCCC1=CCCCC1	-2%	4%	5	6	8%	2%	13	0.4%	1	14%	5
CCCOc1ccc2ccccc2c1/C=C1\SC(=O)NC1=O	-6%	4%	14	3	3%	39%[activator]	2	0.2%	0	-17%	7
Cc1nn(-c2ccccc2)c(C)c1/C=N/n1cnnc1	-1%	15%	-2	-3	0%	?	-6	0.0%	-3	0%	0
COc1ccc(-c2nnc(SCc3cc(C)cc(C)c3)o2)cc1	-1%	-13%	-24	-9	-4%	-5%	20	0.0%	8	8%	-2
CCOC(=O)C1=C(C)NC(SC)=NC1c1ccccc1 (stereo not given)	2%	-1%	2	-9	-2%	-18%	1	-0.6%	1	1%	-2
O=C(CN1CCN(c2ccc(Cl)cc2)CC1)Nc1cccc(F)c1	1%	1%	-1	5	-2%	12%	0	0.1%	2	5%	0
CCC(=O)NC(=S)NNC(=O)COc1ccc(Br)cc1	2%	6%	-9	0	-2%	-1%	-7	0.1%	0	-15%	2
O=C(O)c1cccc(Nc2nc(C(F)(F)F)nc3ccccc23)c1	-3%	-4%	-8	11	-1%	?	6	0.0%	3	10%	27

(further entries)
SMILES	USP2a block	PKM2 activator	KCNH2 3.1 inh	hERG WT inh	GALK inh	Menin-MLL TR inh	Giardia killer	B2AR arrestin	TRPV1 ag	CXXC DNA block	Coupling enz
O=C(CN1CCN(S(=O)(=O)c2ccc(Br)cc2)CC1)N/N=C/c1ccccc1C(=O)O	0%	/	2	6	0%	/	-4	0.5%	-3	-4%	/
O=C(CNC(=O)C12CC3CC(CC(C3)C1)C2)Nc1ncccc1O	0%	/	-10	0	/	/	19	-0.3%	2	/	/
COc1ccccc1/C=C/C(=O)NCC(=O)N/N=C(\CCC(=O)O)c1ccccc1	2%	10%	/	-12	0%	1%	-26	-0.9%	-5	-2%	7
Cc1cc(OCC(=O)Nc2ccc(CN3CCCCC3)cc2)ccc1Cl	0%	2%	-86*	13	3%	-20%	-1	-0.3%	1	8%	1
COc1ccc(S(=O)(=O)NNC(=O)C2Cc3c(ccc4ccccc34)O2)cc1 (stereo not given)	2%	2%	-5	0	-1%	/	-11	-0.3%	/	4%	4
CCC1CCCCN1CCCNC(=O)CSc1nc2nc(C)c(Cc3ccccc3Cl)c(C)n2n1 (stereo not given)	-2%	/	-2	3	-2%	/	4	2.3%	0	48%	/
C=C(C)Cn1c(=O)c(NC(=O)c2ccccc2)c2n(c1=S)CCC2	3%	1%	8	-8	1%	1%	13	-0.7%	-2	-9%	2
O=C(OCC(=O)N1CCCCC1)c1ccc2ccccc2n1	5%	/	1	4	/	/	2	-0.2%	/	/	/

More entries:
SMILES	USP2a block	PKM2 activator	KCNH2 3.1 inh	hERG WT inh	GALK inh	Menin-MLL TR inh	Giardia killer	B2AR arrestin	TRPV1 ag	CXXC DNA block	Coupling enz
COc1ccccc1NS(=O)(=O)c1cc(NC(=O)c2cccs2)ccc1N1CCCCC1	-7%	5%	-16	-1	0%	?	-29	-0.9%	3	4%	1
Cc1cc(Br)c2c(c1)C(O)(N1CCCCC1C)C(=O)N2 (stereo not given)	1%	9%	2	19	-3%	0%	7	-2.0%	0	1%	-1
COc1ccccc1NS(=O)(=O)c1ccc(C(=O)N2CCCC(C(F)(F)F)C2)cc1 (stereo not given)	0%	/	5	5	/	/	-2	-0.5%	5	/	/
CCOC(=O)C1CCCN(CC(=O)NC2=Nc3ccccc3N=C(C)C2c2ccccc2)C1 (stereo not given)	2%	0%	-12	12	-3%	-5%	-10	0.1%	22	-1%	2
O=C(CSc1nc2[nH]c(=O)cc(O)c2s1)Nc1nccs1	1%	/	-30	-4	/	/	-22	-0.1%	0	/	/
NC(=O)C1(N2CCCCC2)CCN(C(=O)Nc2ccccc2C(F)(F)F)CC1	-1%	-15%	10	-12	-3%	0%	-3	-0.1%	3	-5%	-35*
CCN1CCN(C(=S)Nc2cc(C(=O)OC)ccc2C(=O)OC)CC1	0%	1%	-4	-2	-2%	8%	12	-0.2%	2	8%	0
CCC(=O)N1CCc2cc(S(=O)(=O)CCC(=O)NCCc3ccccc3)ccc21	-7%	-12%	1	-3	2%	4%	23	3.1%	-3	-12%	6
Cc1ccc(S(=O)(=O)NCC(=O)N(CC(=O)NCC2CCCO2)Cc2ccccc2Cl)cc1 (stereo not given)	4%	1%	5	-233*	1%	-7%	6	-0.4%	4	5%	2

Compound activity: PubChem BioAssay, National Center for Advancing Translational Sciences (NCATS)
